Runt-CBFb FRET = blocks binding of human RUNX1 Runt domain to CBFb | Q01196+Q13951 | Cerulean-Runt/Venus-CBFb FRET ratio 530/480, 1 h | inhibition, % at 20 µM | 0.46% of 220,000 active | AID 1496;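 active = inhibition over about 50% at 20 µM in the single-dose screen, limit read from the data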;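 note: 0% = DMSO wells and 100% = excess unlabeled CBFb competitor control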
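Doses: 20 µM compound in 1% DMSO | Material: Cerulean-labeled Runt domain protein | Amount: Each fluorescent fusion protein 100 nM | Schedule: Two 1 h room-temperature incubations shielded from light | Measured by: FRET fluorescence | Evaluation: Loss of energy transfer signal | Controls: Unlabeled CBFb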
Runt-SMMHC FRET = blocks binding of human RUNX1 Runt domain to CBFb-SMMHC; inhibition, % at 20 µM; 0.74% of 220,000 active; Cerulean-Runt/Venus-CBFb-SMMHC FRET ratio 530/480, 1 h; AID 1434;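 active = mean inhibition across duplicate retests at 20 µM reaching about 50%, limit read from the data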;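 note: 0% = DMSO wells and 100% = wells with excess untagged CBFb-SMMHC; inhibitors lower the FRET ratio by blocking Runt binding to CBFb-SMMHC; some results filed as inactive read as strong as hits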
p97 inhibitor = inhibitors of human p97 ATPase; 0.42% of 220,000 active; inhibition, % at 8 µM; recombinant p97 ATPase, Kinase-Glo ATP luminescence, 3 h; in the data active = inhibition above about 15%;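 note: 0% = DMSO vehicle and 100% = wells lacking enzyme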
Target sequence (P55072 whole entry, looked up): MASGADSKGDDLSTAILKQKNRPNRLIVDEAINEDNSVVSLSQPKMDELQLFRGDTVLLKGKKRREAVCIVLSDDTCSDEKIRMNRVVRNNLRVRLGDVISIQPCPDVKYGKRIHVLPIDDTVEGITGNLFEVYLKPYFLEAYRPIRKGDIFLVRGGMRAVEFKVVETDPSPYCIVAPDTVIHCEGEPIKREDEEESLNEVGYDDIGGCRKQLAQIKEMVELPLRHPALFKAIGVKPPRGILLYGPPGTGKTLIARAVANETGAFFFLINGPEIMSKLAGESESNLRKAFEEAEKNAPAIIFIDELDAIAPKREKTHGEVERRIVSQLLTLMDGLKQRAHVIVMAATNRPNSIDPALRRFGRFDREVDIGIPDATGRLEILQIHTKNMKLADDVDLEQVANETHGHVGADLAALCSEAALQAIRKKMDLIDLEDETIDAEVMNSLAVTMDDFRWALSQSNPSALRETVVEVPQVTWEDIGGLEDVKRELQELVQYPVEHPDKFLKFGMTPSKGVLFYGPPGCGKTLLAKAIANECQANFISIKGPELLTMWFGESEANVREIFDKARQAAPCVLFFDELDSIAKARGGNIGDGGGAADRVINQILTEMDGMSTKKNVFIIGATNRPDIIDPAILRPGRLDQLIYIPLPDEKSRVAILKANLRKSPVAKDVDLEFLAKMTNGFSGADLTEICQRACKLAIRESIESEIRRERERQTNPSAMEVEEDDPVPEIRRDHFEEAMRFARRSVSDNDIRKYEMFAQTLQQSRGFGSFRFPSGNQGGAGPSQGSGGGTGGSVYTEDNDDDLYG
NPY-Y2 PAM-ag = human NPY-Y2 potentiation or agonism, primary screen; cells expressing NPY-Y2, potentiator/agonist read-out; activation, % at 3.6 µM; 0.45% of 220,000 active; in the data active = activation above about 27%;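 note: cells stimulated with NPY near EC25 plus isoproterenol at EC100; 0% = vehicle plus submaximal agonist and 100% = vehicle plus saturating agonist; some results beyond the cut were filed as inactive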
MDM2 E3 inh = Mdm2 E3 ligase (human) inhibition. Q00987. cell-based MDM2 ubiquitination luciferase reporter, 2 h; 0 = plate control, 100 = twice control, blank-subtracted. signal enhancement, % at 5 µM. 0.11% of 210,000 active. AID 1230;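 active = signal enhancement of 30% or more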;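 note: luminescence tracks abundance of the self-degrading MDM2-luciferase fusion protein; higher signal means inhibition of MDM2 E3 ligase activity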
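Material: Stable MDM2–luciferase fusion reporter cells | Amount: 2000 cells seeded into each well | Dosing: One concentration, 5 µM, with 0.2% DMSO | Incubation: 4 h cell settling then 2 h compound exposure, 37 °C | Measured by: Luciferase luminescence | Read-out basis: % enhancement relative to plate controls after blank subtraction | Benchmarks: Control and blank well means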
NPY Y1 blocker = antagonists of human neuropeptide Y receptor Y1; AID 1040; HEK293-CNG Y1 cells, membrane potential fluorescence; NPY at EC95, then isoproterenol; 1% of 200,000 active; inhibition, % at 3.6 µM;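 active = inhibition above the campaign mean inhibition of all tested compounds plus 3 SD, cut at about 20% in these data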;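 note: 0% = DMSO wells given NPY plus isoproterenol and 100% = isoproterenol alone without NPY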
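Test system: HEK293 cells co-expressing NPY Y1 receptor and cyclic-nucleotide gated channel; Also added: NPY (25 nM), isoproterenol (1 µM), Ro 20-1724 (25 µM); Compound dosing: one concentration, 3.6 µM, in 0.4% DMSO; Timing: dye 3 h, compound 60 min room temperature, stimulation 45 min; Technique: Membrane-potential fluorescent dye readout.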
NPY-Y1 PAM-ag = human NPY-Y1 potentiation or agonism, primary screen. NPY-Y1 expressing cells, potentiator/agonist activation. AID 1304. 0.37% of 220,000 active. activation, % at 3.6 µM; in the data active = activation above about 33%, passing the limit was not always enough;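 note: cells stimulated with NPY at EC10 then isoproterenol at EC100; 0% = low agonist plus stimulus and 100% = saturating agonist plus stimulus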
Hck-Nef inh = inhibitors of human Hck kinase activated by Nef. P08631. Recombinant Hck-YEEI plus Nef, Z-Lyte FRET kinase assay. inhibition, % at 20 µM. 0.68% of 220,000 active;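 active = Hck-Nef kinase inhibition above about 50%, limit read from the data; inactive = inhibition below that limit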;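 note: 0% = DMSO with Hck plus Nef and 100% = Hck alone without Nef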
RBBP9 inhibitor = inhibitors of human serine hydrolase RBBP9. AID 1515. 0.2% of 220,000 active. inhibition, % at 7.94 µM. recombinant RBBP9, FP-Rh probe fluorescence polarization;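 active = inhibition above the campaign mean of all tested compounds plus 3 SD, cut at about 14% in these data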;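 note: plate controls were DMSO wells with RBBP9 for no effect and wells lacking RBBP9 protein for full effect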
Target sequence (O75884 whole entry, looked up): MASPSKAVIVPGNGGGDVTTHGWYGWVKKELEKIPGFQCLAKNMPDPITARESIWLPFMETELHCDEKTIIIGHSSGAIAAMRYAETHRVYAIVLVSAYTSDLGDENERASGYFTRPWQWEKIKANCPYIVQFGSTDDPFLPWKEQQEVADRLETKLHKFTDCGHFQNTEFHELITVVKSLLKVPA
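System: RBBP9 protein / Buffer or medium: Tris/NaCl buffer pH 8.0 with 0.1% Pluronic / Probe or stimulus: Serine-hydrolase probe FP-Rh, 375 nM pre-mixing / Dosing: 7.94 µM single dose, 0.794% DMSO / Times: enzyme-compound preincubation 30 min, then probe labeling 45 min, 25 °C / Technique: fluorescence polarization (mP), excitation 525 nm, emission 598 nm / Replication: singlicate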
* hit, by the source's call; / = no result given.

Results follow in this order: Runt-CBFb FRET, Runt-SMMHC FRET, p97 inhibitor, NPY-Y2 PAM-ag, MDM2 E3 inh, NPY Y1 blocker, NPY-Y1 PAM-ag, Hck-Nef inh, RBBP9 inhibitor
1	CCOC(=O)c1[nH]c(C)c(/C(O)=C2\C(=O)C(=O)N(CCN(C)C)C2c2ccncc2)c1C (centres undefined)
    0, 0, 5, 0, -22, 3, -8, 1, -3
2	CC/C(=N\NC(=O)c1ccc(Br)cc1)c1ccccc1
    2, -3, 4, 3, -14, 2, 2, -7, 2
3	Cn1cc(-c2nnnn2-c2ccccc2)c(=O)c2ccccc21
    0, -2, 1, 18, -5, -2, 6, 0, -6
4	COc1ccc(NC(=O)COC(=O)CC2CC3CCC2C3)c([N+](=O)[O-])c1 (centres undefined)
    -4, -7, -7, 2, -18, 9, -11, 3, -3
5	CC(C)=CCN1CCN(Cc2cc(F)ccc2-n2nc(C)cc2C)CC1CCO (centres undefined)
    /, /, -1, -12, -10, 17, -15, 24, -4
6	O=C(CSc1nc2ncc(Br)cc2[nH]1)c1ccc([N+](=O)[O-])cc1
    4, -2, -1, 2, -19, -3, -19, 1, -7
7	CC(C)(C)NC(=O)NC(=O)COC(=O)C1(C)CC1(Cl)Cl (centres undefined)
    0, 2, 6, -7, -8, 0, 8, 18, -4
8	Cc1cc2nc3c(=O)n(CCc4ccccc4)c(=O)[nH]c3nc2cc1N
    -345, -222, -4, 9, -7, /, 3, -21, -3
9	CCn1c(C(C)NC(=O)c2ccc(C)cc2)n[nH]c1=S (centres undefined)
    3, 11, 1, 0, 11, 10, 6, 8, -8
10	Cc1c(C(=O)OC2CCCC2C)[nH]c2c1C(=O)CCC2 (centres undefined)
    1, -5, -2, 6, -4, 6, 3, 1, -8

The list continues.
Results follow in this order: Runt-CBFb FRET, Runt-SMMHC FRET, p97 inhibitor, NPY-Y2 PAM-ag, MDM2 E3 inh, NPY Y1 blocker, NPY-Y1 PAM-ag, Hck-Nef inh, RBBP9 inhibitor
11	C/C=C(\C)C(=O)NCCN1C2=NC[C@H](C)N2C[C@@H]1Cc1ccc(OC)cc1
    0, 0, 1, -23, /, 0, -6, -34, -7
12	Cc1cccc(C(=O)N2CCC(=O)N(C(COCc3ccc(Cl)cc3)Cc3ccccc3)CC2)c1 (centres undefined)
    -5, -2, -8, -5, /, 3, -21, 1, -12
13	C=CCOc1c(Br)cc(/C=N/NC(=O)Cc2ccc(C(F)(F)F)cc2[N+](=O)[O-])cc1OC
    3, -3, 7, 8, 13, 2, -21, 3, 2
14	O=C(Nc1ncc(Cc2ccccc2)s1)C1CCCO1 (centres undefined)
    3, 3, 1, 1, -37, -5, 18, 17, -8
15	O=C1CN(C(=O)COC(=O)CCC(=O)c2ccc3c(c2)OCCO3)c2ccccc2N1
    0, -3, -1, -21, -6, 12, -40, 7, -4
16	CCn1c(=O)cc(OCC(=O)NCCc2ccc(OC)c(OC)c2)c2ccccc21
    0, 2, -1, -3, -1, 7, -8, -8, -3
17	C/C(CC(=O)NC(C)(C)C)=N\NC(=O)COc1ccc(C)cc1Br
    0, 1, 1, 2, 10, -2, 0, 26, -4
18	COc1cc(C(CCN2CCN(c3ccccc3)CC2)c2c(OC)cc(OC)c3c(C)cc(=O)oc23)cc(OC)c1OC (centres undefined)
    -5, -5, /, /, -7, /, /, 27, /
19	NCCCC[C@@H](C(=O)N1CCNCC1)n1cc([C@@H](N)CO)nn1
    -1, 2, 6, -7, /, -3, -4, -10, -6
20	O=C(CNC(=O)C(c1ccccc1)c1ccccc1)N/N=C/c1ccc(O)cc1O
    5, 4, 1, 7, -3, /, -17, 9, -3

(more compounds)
Results follow in this order: Runt-CBFb FRET, Runt-SMMHC FRET, p97 inhibitor, NPY-Y2 PAM-ag, MDM2 E3 inh, NPY Y1 blocker, NPY-Y1 PAM-ag, Hck-Nef inh, RBBP9 inhibitor
21	Cc1cc(=O)[nH]c(SCC(=O)N2CCN(C(c3ccccc3)c3ccccc3)CC2)n1
    1, 3, 3, 12, -8, 8, 2, 0, -10
22	O=C(O)C1CC1c1ccc(Br)cc1 (centres undefined)
    0, -6, 2, -35, 3, 31*, -42, -3, -8
23	COc1cc(CN(C2CCCCC2C)S(=O)(=O)c2ccc(S(=O)(=O)NC3CC3)cc2)cc(OC)c1OC (centres undefined)
    -3, -2, -4, 4, -1, -1, -14, 3, -5
24	COc1ccc(S(=O)(=O)N(CCc2ccccc2)CC(=O)N2CCOCC2)cc1
    -3, -4, 3, 6, -12, 1, 12, 1, -4
25	O=C(Nc1cc(S(=O)(=O)N2CCCCC2)ccc1Cl)c1ccccc1NS(=O)(=O)c1ccc(F)cc1
    -10, -12, -11, 42*, -25, 6, -59, 3, -14
26	Cc1cc(=O)[nH]c(SCC(=O)C23CC4CC(CC(C4)C2)C3)c1C#N
    0, 1, 4, -9, 8, -11, -16, 0, -2
27	COc1ccc(N2CCN(C(=O)CSc3nnc4nc(C)cc(C)n34)CC2)cc1
    /, /, 3, 7, /, -4, -2, -20, 0
28	c1nnc2c3c4c(sc3ncn12)CCCC4
    0, 6, -2, -3, -11, 2, 0, -1, -7
29	O=C(NCCC1=CCCCC1)C1CCCN(S(=O)(=O)c2cccnc2)C1 (centres undefined)
    1, 4, 3, 1, -14, 3, 12, 0, -6
30	O=C(NCCc1csc(-c2ccccc2)n1)c1c(F)cccc1Cl
    0, 3, 2, 1, 1, -3, -14, 26, -2

Later entries.
Results follow in this order: Runt-CBFb FRET, Runt-SMMHC FRET, p97 inhibitor, NPY-Y2 PAM-ag, MDM2 E3 inh, NPY Y1 blocker, NPY-Y1 PAM-ag, Hck-Nef inh, RBBP9 inhibitor
31	CC(C)(C)c1cc(CCC(=O)NNC(=S)NC(=O)c2ccccc2)cc(C(C)(C)C)c1O
    12, 7, 0, 9, -4, -1, -3, 3, -5
32	O=C(NCc1cccnc1)C(=O)NCC1OCCN1S(=O)(=O)c1ccc(F)cc1 (centres undefined)
    -2, -9, 8, 1, /, -4, 16, -7, 0
33	COc1ccc(OC)c(-c2csc(N(Cc3ccco3)C(=O)c3ccco3)n2)c1
    1, 0, -5, -2, -13, 19, -7, 19, -8
34	CCOc1ccc(NC(=O)CC2C(=O)Nc3ccccc3N2C(=O)c2ccccc2)cc1 (centres undefined)
    2, 1, 0, -12, -1, 0, 6, 14, -6
35	CCn1c(C)nc2cc(C(=O)N/N=C/c3ccc(O)cc3)ccc21
    1, -2, 7, -10, 0, -5, 0, 2, 0
36	CCOc1cc(-n2nc(C)c(C#N)c2N)nc(SC)n1
    0, -6, 0, -2, -5, -2, -3, 1, -6
37	Cc1ccc(Cn2c(SCC(=O)Nc3cc(C)on3)nc3ccccc3c2=O)cc1
    0, -2, 1, 6, -10, 3, -17, 3, -2
38	COc1ccc(NC(C#N)c2ccccc2OCc2ccccc2)cc1 (centres undefined)
    -1, 4, -3, -3, -7, -5, 17, 1, -6
39	COc1cccc(N2CC(C)Cn3c2nc2c3c(=O)n(CCN3CCOCC3)c(=O)n2C)c1 (centres undefined)
    2, 2, 4, 0, -7, -2, -9, 9, 3
40	Cc1ccc(-n2nnnc2SCC(=O)NNC(=O)c2ccco2)c(C)c1
    1, -3, -3, -9, -6, 3, -21, 0, -6

(continued)
Results follow in this order: Runt-CBFb FRET, Runt-SMMHC FRET, p97 inhibitor, NPY-Y2 PAM-ag, MDM2 E3 inh, NPY Y1 blocker, NPY-Y1 PAM-ag, Hck-Nef inh, RBBP9 inhibitor
41	COc1ccc(CCNC(=O)C(NC(=O)OCc2ccccc2)C(C)C)cc1OC (centres undefined)
    2, 1, -1, -23, -7, /, 4, 15, 1
42	Cc1cc(=O)oc2c3c(ccc12)OC/C3=N/N
    3, -2, 12, 4, -9, /, 13, 16, -2
43	COc1ccc(N(CC(=O)NCCC2=CCCCC2)S(=O)(=O)c2c(C)[nH]c(=O)[nH]c2=O)cc1
    2, 2, -11, -4, -18, /, -29, -2, -10
44	CCOc1ccc(C(=O)N2CCN(C(=O)c3ccco3)CC2)cc1OCC
    3, 0, 3, 10, 4, 2, -11, 1, 5
45	COc1cccc(/C=N/NC(=O)CCCc2ccc(OC)c(C)c2)c1
    0, 0, -4, -16, -4, 17, -31, 3, -4
46	COc1cccc(N2C(=O)CC(N3CCN(CCN=CC4=C(O)CC(C)(C)CC4=O)CC3)C2=O)c1 (centres undefined)
    0, 0, 7, -2, -12, 3, -4, 19, -1
47	Cc1cc(N/N=C/c2cccc(Cl)c2)nc(-n2nc(C)cc2C)n1
    2, -1, -6, -36, -53, /, -6, 16, -6
48	CN(C(=O)CSc1nnc(NC2CCCCC2)s1)C1CCS(=O)(=O)C1 (centres undefined)
    0, -4, 5, 14, -12, -4, -6, -1, 2
49	Cn1cnc([N+](=O)[O-])c1Oc1cccc(O)c1
    1, -3, 4, 5, 6, 0, -8, 5, -2
50	COc1ccc(Nc2nc(Nc3ccc(OC)cc3OC)nc(N3CCN(C)CC3)n2)c(OC)c1
    -6, 5, -1, 13, 0, 3, -22, 3, -5

Following part:
Results follow in this order: Runt-CBFb FRET, Runt-SMMHC FRET, p97 inhibitor, NPY-Y2 PAM-ag, MDM2 E3 inh, NPY Y1 blocker, NPY-Y1 PAM-ag, Hck-Nef inh, RBBP9 inhibitor
51	Cc1cc(C)nc(S/C=C/C(=O)c2ccccc2)n1
    8, 6, -9, -53, 46*, /, -22, -15, -6
52	Cc1nc(NCc2ccccn2)c2c3c(sc2n1)CCCC3
    /, /, -4, -13, -2, 46*, 7, 26, -2
53	O=C(N1CCN(CCO)CC1)N1c2ccccc2C=Cc2ccccc21
    4, 2, 4, -22, -17, 2, -10, 4, -1
54	COc1cccc(C(=O)Nn2c(-c3cccs3)nc3ccccc3c2=O)c1OC
    -1, 2, 0, 1, 3, -2, -15, 2, -3
55	COC(=O)c1cccc(NC(=O)Nc2ccc(Cl)cc2)c1
    1, -3, -7, 22, -10, /, 7, 4, -11

Screens from PubChem BioAssay.
